Source: PubChem BioAssay
MrgX1 PAM: human MrgX1 positive allosteric modulation, primary screen; Q96LB2; MrgX1-HEK293, Fluo-4 calcium flux, FDSS; stronger effect = higher value; B-score at 10 µM; 310,000 compounds, 0.63% hits;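 active = plate-corrected calcium response at least 3 library SD above typical, normal starting fluorescence, not activating the receptor alone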;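 also: compound read alongside a low EC10 to EC30 dose of BAM8-22 agonist; peak minus trough fluorescence over baseline measured at the second addition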
TRPC6 inhibitor: mouse TRPC6 channel inhibition. Q61143. HEK293-TRPC6, membrane potential dye, ACh-evoked depolarization; stronger effect = lower value. B-score at 10 µM. 310,000 compounds, 1.1% hits;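 active = B-score under library mean minus 3 SD, initial fluorescence not abnormally high, positive integrated signal ratio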;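 also: B-score derived from integrated fluorescence ratio over the kinetic read; more negative B-score means stronger inhibition of depolarization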
ANO1 block: mouse TMEM16A channel inhibition, primary screen; Q8BHY3; HEK293 TMEM16A/YFP iodide influx fluorescence, ionomycin; 310,000 compounds, 1.2% hits; normalized B-score (activity score, 25-100; higher = stronger inhibition) at 10 µM;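 active = ratio plate-corrected score three or more library SD toward inhibition, starting fluorescence score within five deviations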;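 also: score derived from kinetic fluorescence span divided by baseline fluorescence per well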
TRPC6 act: activates the mouse TRPC6 cation channel; Q61143; HEK293-TRPC6 membrane potential dye fluorescence; stronger effect = higher value; B-score at 10 µM; 310,000 compounds, 0.13% hits; AID 2550;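 active = B-score of the integrated fluorescence ratio above library mean plus 3 SD, and starting fluorescence ratio within library mean plus 5 SD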;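 also: higher score means more depolarization so channel activation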
ANO1 activ: activates or potentiates the mouse TMEM16A chloride channel; Q8BHY3; HEK293 TMEM16A/YFP-H148Q/I152L, iodide quench fluorescence; stronger effect = lower value; B-score at 10 µM; 340,000 compounds, 0.3% hits; AID 623877;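 active = fluorescence-ratio B-score plate-corrected deviation score at least 3 library SD below zero, with starting fluorescence score within 5 deviations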;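 also: channel opened by trigger with iodide after compound preincubation; score built on the fluorescence ratio of max minus min over baseline; more negative score means more quench and so TMEM16A activation or potentiation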
MrgX1 antag: blocks BAM8-22 activation of human MrgX1 receptor; 310,000 compounds, 1.3% hits; Q96LB2; AID 588676; B-score at 10 µM; MRGX1-HEK293 calcium flux, Fluo-4, BAM8-22 antagonism; stronger effect = lower value;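 active = calcium-response B-score plate-corrected more than 3 library SD below zero, starting fluorescence within 5 deviations, no agonist response on first addition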;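 also: peak minus trough fluorescence over baseline after final BAM8-22 challenge near maximal dose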
SKKanGAS inh: blocks kanamycin growth of S. pyogenes SKKanGAS strain; BacTiter-Glo, 6 h; inhibition, % at 7.5 µM; 300,000 compounds, 1.3% hits; AID 1662;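 active = mean replicate score, as percent of positive control median, at least 50; inconclusive = mean below 50 but one replicate at or above 50; inactive = mean and every replicate below 50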;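 also: strain carries kanamycin resistance gene driven by streptokinase promoter and grows in 40 µg/ml kanamycin; loss of luminescence reflects streptokinase promoter inhibition or plain growth inhibition; 0% = median of DMSO wells and 100% = positive control at its reference dose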
TRPC4 act: TRPC4 (mouse) channel activation | HEK293 TRPC4beta/mu-opioid, Fluo4 calcium fluorescence; stronger effect = higher value | B-score at 10 µM | 310,000 compounds, 0.49% hits;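 active = B-score above 5 SD of library B-scores, and initial fluorescence ratio not above library mean plus 5 SD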;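 also: positive B-score marks a calcium rise read as TRPC4 activation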
Target sequence (Q9QUQ5 whole entry, looked up): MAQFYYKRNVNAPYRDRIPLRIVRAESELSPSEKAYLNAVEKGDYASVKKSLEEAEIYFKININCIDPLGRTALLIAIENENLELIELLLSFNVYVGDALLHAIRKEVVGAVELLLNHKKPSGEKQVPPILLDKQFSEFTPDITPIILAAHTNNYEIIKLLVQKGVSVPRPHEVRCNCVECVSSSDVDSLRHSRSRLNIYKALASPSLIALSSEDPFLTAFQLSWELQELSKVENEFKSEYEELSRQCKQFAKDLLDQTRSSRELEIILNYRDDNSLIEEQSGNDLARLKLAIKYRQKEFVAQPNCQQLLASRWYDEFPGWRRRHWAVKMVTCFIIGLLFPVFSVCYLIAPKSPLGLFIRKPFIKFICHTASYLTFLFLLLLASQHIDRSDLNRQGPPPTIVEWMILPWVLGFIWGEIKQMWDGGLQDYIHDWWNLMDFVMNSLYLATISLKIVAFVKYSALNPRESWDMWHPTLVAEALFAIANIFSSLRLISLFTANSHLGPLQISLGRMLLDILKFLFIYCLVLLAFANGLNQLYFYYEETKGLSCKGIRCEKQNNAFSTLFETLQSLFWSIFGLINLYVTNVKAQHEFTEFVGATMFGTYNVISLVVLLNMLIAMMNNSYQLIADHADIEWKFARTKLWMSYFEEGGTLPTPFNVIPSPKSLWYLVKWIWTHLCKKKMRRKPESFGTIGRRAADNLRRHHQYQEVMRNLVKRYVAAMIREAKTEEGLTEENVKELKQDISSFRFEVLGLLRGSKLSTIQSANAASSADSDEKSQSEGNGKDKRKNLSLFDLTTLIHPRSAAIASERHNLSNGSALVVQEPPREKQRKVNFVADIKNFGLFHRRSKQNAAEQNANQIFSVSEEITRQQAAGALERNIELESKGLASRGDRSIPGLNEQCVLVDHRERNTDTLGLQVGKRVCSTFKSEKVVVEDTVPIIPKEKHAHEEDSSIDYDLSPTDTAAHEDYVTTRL
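Assay system: HEK293 cells stably co-expressing mouse TRPC4beta and mu-opioid receptor / Timing: Fluo4 dye loading 45 min at room temperature, 110 s recording / Signal: Fluo4 calcium-sensitive dye fluorescence, kinetic, 1 Hz baseline / Read-out: integrated baseline-normalised fluorescence ratio, converted to per-well B score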
MrgX1 agonist: agonists of human MrgX1 receptor | MrgX1-HEK293 cells, Fluo-4 calcium fluorescence, agonist mode; stronger effect = higher value | 310,000 compounds, 0.44% hits | AID 588627 | Q96LB2 | B-score at 10 µM;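 active = calcium response B-score plate-corrected fluorescence ratio at least 3 library SD, with starting fluorescence B-score inside 5 SD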
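Test system: Stable human MrgX1 HEK293 cell line | Schedule: Overnight plating before 1 h dye loading | Read-out basis: Baseline-normalised fluorescence change ratio, B-scored | Detection: Kinetic calcium dye fluorescence, Fluo-4 NW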
TRPC4 potent: TRPC4 (mouse) allosteric potentiation; Q9QUQ5; HEK293 TRPC4beta/mu-opioid, DAMGO EC20, Fluo-4 Ca2+ flux; stronger effect = higher value; B-score at 10 µM; 310,000 compounds, 0.42% hits; AID 2227;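 active = B-score of calcium response area above 5 SD of library B-scores, with initial fluorescence ratio within 5 SD of library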;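 also: B-score of integrated fluorescence ratio over time as area under calcium response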
TRPC4 block: TRPC4 (mouse) channel inhibition; HEK293 TRPC4beta/mu-opioid, DAMGO-evoked Fluo4 calcium flux; stronger effect = lower value; 300,000 compounds, 0.39% hits; Q9QUQ5; B-score at 10 µM;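 active = B-score over 3 SD under the library average, no early fluorescence shift, positive overall ratio signal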
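Material: HEK293 cells with stable TRPC4beta plus mu-opioid receptor expression / Probe or stimulus: DAMGO in two steps, submaximal then maximal / Compound: single concentration per test compound / Technique: kinetic Fluo4 fluorescence imaging of calcium influx / Read-out: per-well B score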
* marks the source's active call; other numbers are inactive results; i = inactive; ? = inconclusive; / = not tested or not shown.

SMILES | MrgX1 PAM | TRPC6 inhibitor | ANO1 block | TRPC6 act | ANO1 activ | MrgX1 antag | SKKanGAS inh | TRPC4 act | MrgX1 agonist | TRPC4 potent | TRPC4 block
Cn1cc(C[C@H](NC(=O)OC(C)(C)C)C(=O)N[C@H](CO)Cc2ccccc2)c2ccccc21 | i | i | i | i | i | i | 5 | i | i | i | i
CCOC(=O)c1cnc(SC)nc1N1CCCC1 | i | i | i | i | i | i | -9 | i | i | i | i
Cn1nc(C(=O)NNc2c(F)c(F)cc(F)c2F)c2ccccc2c1=O | i | i | i | i | i | i | 18 | i | i | i | i
Cc1ccc2c(c1)nnn2C1CCN(S(=O)(=O)c2ccc(C(=O)O)cc2)CC1 | i | i | i | i | i | i | -2 | i | i | i | i
NS(=O)(=O)c1ccc2nc(NC(=O)c3ccc(Br)o3)sc2c1 | i | i | i | i | i | i | 15 | i | i | i | i
O=C(c1ccccc1)C1CCN(C(=O)C2CCC(=O)N(Cc3ccccc3F)C2)CC1 (configuration not stated) | i | i | i | i | i | i | -4 | i | i | i | i
Cc1cc(NC(=O)CSc2nc3ccsc3c(=O)n2Cc2ccccn2)n[nH]1 | i | i | i | i | i | i | 3 | i | i | i | i
COc1ccccc1/C=C1\SC(=S)N(CCC(=O)NCCCN2CCOCC2)C1=O | i | i | i | i | i | i | -4 | i | i | i | i
COc1ccc(Nc2cc3n(c(=O)n2)CCc2cc(OC)c(OC)cc2-3)cc1 | i | i | i | i | i | i | 0 | i | i | i | i
O=C(C1CC1)N1CCc2cc(S(=O)(=O)NCc3ccccc3)ccc21 | i | i | i | i | i | i | 12 | i | i | i | i
Cc1cc(NC(=O)CSc2ncnc3c2cnn3-c2cccc(Cl)c2)no1 | i | i | i | i | i | i | 3 | i | i | i | i
CCNC(=O)CON=C1c2ccccc2-c2ccccc21 | i | i | i | i | i | i | 3 | i | i | i | i
COc1ccccc1/C=C/C(=O)OCC(=O)Nc1c(F)cccc1F | i | i | i | i | i | i | -7 | i | i | i | i
N#C/C(=N\Nc1ccc([N+](=O)[O-])cc1)C(N)=S | i | i | 100* | i | i | i | 27 | i | i | i | i
COC(=O)C1=C(C)N(Cc2ccc(C)cc2)C(=O)C1 | i | i | i | i | i | i | 4 | i | i | i | i
CC(=O)N/C(=C/c1ccc2c(c1)OCO2)C(=O)NC(Cc1ccccc1)C(=O)O (configuration not stated) | i | i | i | i | i | i | -4 | i | i | i | i
CCn1c(NCc2ccc(N(C)C)cc2)nc2ccccc21 | i | -5.3* | i | i | i | i | 4 | i | i | i | i
COc1cccc(-n2c(=O)n(Cc3ccccc3)c(=O)c3[nH]cnc32)c1 | i | i | i | i | i | i | 7 | i | i | i | i
CC(OC(=O)Cn1[nH]c(=O)c2ccccc2c1=O)C(=O)Nc1ccc(F)cc1 (configuration not stated) | i | i | i | i | i | i | -1 | i | i | i | i
CC(C)NC(=O)c1onc(CSc2ccc(F)c(F)c2)c1C(=O)NC(C)C | i | i | i | i | i | i | 2 | i | i | i | i
CC1CCN(S(=O)(=O)c2ccc3[nH]c(=O)ccc3c2)CC1 | i | i | i | i | i | i | -12 | i | i | i | i
O=C(NCCC1=CCCCC1)c1cnccn1 | i | i | i | i | i | i | 6 | i | i | i | i
Cc1ccc(NC2CCCN(C(=O)c3ccc(-n4ccnc4)cc3)C2)cc1C (configuration not stated) | i | i | i | i | i | i | -7 | i | i | i | i
O=C1CC(=O)N2N=C(c3ccc([N+](=O)[O-])cc3)SC2=N1 | i | i | i | i | i | i | -2 | i | i | i | i
CC(/C=N/NC(=S)Nc1cccc(S(=O)(=O)N(C)C)c1)c1ccccc1 (configuration not stated) | i | i | i | i | i | i | 0 | i | i | i | i
Following part:
SMILES | MrgX1 PAM | TRPC6 inhibitor | ANO1 block | TRPC6 act | ANO1 activ | MrgX1 antag | SKKanGAS inh | TRPC4 act | MrgX1 agonist | TRPC4 potent | TRPC4 block
CCOC(=O)c1ccc(NC(=S)NCCc2ccccc2F)cc1 | i | i | 100* | i | i | -6.2* | 1 | i | i | i | i
CC(C)[C@H](NC(=O)C1CC(=O)N(c2ccc3c(c2)OCCO3)C1)C(=O)NC1CCCC1 (some centres not stated) | i | i | i | i | i | i | -5 | i | i | i | i
CCCC1=[N+](CC)CCn2c(C)ccc21 | i | i | i | i | i | i | 1 | i | i | i | i
CCCn1c(=O)c(C(=O)NNS(=O)(=O)c2ccc(C)cc2)c(O)c2ccccc21 | i | i | i | i | i | i | ? | i | i | i | i
O=C(c1ccco1)N1CCN(Cc2ccc(Cl)cc2)CC1 | i | i | i | i | i | i | -3 | i | i | i | i
CCN1CCN(C(=O)c2ccc3c(=O)n(C4CCCC4)c(=S)[nH]c3c2)CC1 | i | i | i | i | i | i | -2 | i | i | i | i
CCOC(=O)C1=NOC2C(=O)N(c3ccc(Cl)cc3Cl)C(=O)C12 (configuration not stated) | i | i | i | i | i | i | -6 | i | i | i | i
CCOC(=O)C1=C(C)Nc2ncnn2C1c1ccc(N(C)C)cc1 (configuration not stated) | i | i | i | i | i | i | 7 | i | i | i | i
COc1cc(C(=O)N2CCN(Cc3ccc4c(c3)OCO4)CC2)cc(OC)c1OC | i | i | i | i | i | i | -12 | i | i | i | i
COc1ccc2c(c1)C(=O)OC2CC(=O)O (configuration not stated) | i | i | i | i | i | i | -13 | i | i | i | i
N#Cc1nc(COc2ccccc2F)oc1NCc1ccc(F)cc1 | i | i | i | i | i | i | -2 | i | i | i | i
CC(C)C(NS(=O)(=O)c1ccc2c(c1)oc(=O)n2C)C(=O)N1CCN(C2CCCCC2)CC1 (configuration not stated) | i | i | i | i | i | i | 0 | i | i | i | i
CCCNC(=O)CCn1c(=S)oc2ccccc21 | i | i | i | i | i | i | 0 | i | i | i | i
CCN(C(=S)Nc1cccnc1)c1cccc2ccccc12 | i | i | i | i | i | i | 3 | i | i | i | i
Cc1cc(NC(=O)c2cccc(S(=O)(=O)N3CC(c4ccccc4)CC3=O)c2)no1 (configuration not stated) | 8.3* | i | i | i | i | i | -7 | i | i | i | i
CCCC(O)(CCN1CCCCC1)c1ccc(OCC)cc1 (configuration not stated) | i | i | i | i | i | i | 0 | i | i | i | i
O=C(O)c1ccc2c(c1)C(=O)N(c1cc(C(=O)O)ccc1Br)C2=O | i | i | i | i | i | i | 11 | i | i | i | i
COc1ccc(C(=O)N2CCC3(CC2)NCCc2[nH]cnc23)cc1OC | i | i | i | i | i | i | 1 | i | i | i | i
Cc1c(C)c2c(C)nn(-c3ccccc3)c2[nH]c1=O | i | i | i | i | i | i | 7 | i | i | i | i
CN1CCN(CCCCOc2ccccc2-c2ccccc2)CC1 | i | i | i | i | i | i | -1 | i | i | i | i
O=C(CSc1ncccc1C(=O)O)Nc1ccc2c(c1)OCCO2 | i | i | i | i | i | i | 4 | i | i | i | i
Cc1ccccc1N1C(=O)c2ccccc2N2C(=O)c3ccccc3C12 (configuration not stated) | i | i | i | i | i | i | -1 | i | i | i | i
O=c1[nH]c(=S)[nH]cc1S(=O)(=O)c1cccc(Cl)c1 | i | i | i | i | i | i | 14 | i | i | i | i
C=CCOc1ccccc1/C=C/C(=O)O | i | i | i | i | i | i | 3 | i | i | i | i
O=C(CSc1nnc(NC(=O)c2ccc(F)cc2)s1)NC1CCCC1 | i | i | i | i | i | i | 0 | i | i | i | i
Additional structures:
SMILES | MrgX1 PAM | TRPC6 inhibitor | ANO1 block | TRPC6 act | ANO1 activ | MrgX1 antag | SKKanGAS inh | TRPC4 act | MrgX1 agonist | TRPC4 potent | TRPC4 block
COC(CNC(=O)C1CCN(S(=O)(=O)c2cccc3nsnc23)CC1)OC | i | i | i | i | i | i | 4 | i | i | i | i
CCc1ccccc1NC(=S)NNC(=O)c1ccccc1Cl | i | i | i | i | i | i | 27 | i | i | i | i
CCCCCSc1nc2c(c(=O)[nH]c(=O)n2C)n1C | i | i | i | i | i | i | -1 | i | i | i | i
O=C(CSc1nc2cc([N+](=O)[O-])ccc2n1-c1ccccc1)NCc1ccc2c(c1)OCO2 | i | i | i | i | i | i | -4 | i | i | i | i
Cc1ccc(OCC(=O)N/N=C/C=C/c2ccco2)cc1C | i | i | i | i | i | i | -1 | i | i | i | i
COC(=O)C1=C(C(=O)OC)[C@@H]2N(Cc3ccccc3)c3ccccc3[C@@]23C[C@@H](C(=O)OC)N(C(=O)C2CCC2)C3=N1 | i | i | i | i | / | i | 10 | i | i | i | i
CCc1ccc(NC(=O)CN(c2ccc(OC)cc2)S(=O)(=O)c2c(C)[nH]c(=O)[nH]c2=O)cc1 | i | i | i | i | i | i | -2 | i | i | i | i
COC(=O)Cc1c[nH]c2cccc(OCC(O)CN(Cc3ccccc3)C(C)C)c12 (configuration not stated) | i | -7.2* | i | i | i | i | 4 | i | i | i | i
CCCCNc1c(-c2cccc(-c3ccc(OC)cc3)c2)nc2ccc(C)cn12 | i | i | i | i | i | i | 63* | i | i | i | i
CCC(=O)NC(NC(=S)Nc1cccc2cccnc12)C(Cl)(Cl)Cl (configuration not stated) | i | i | i | i | i | i | 1 | i | i | i | i
Cc1ccc(C(c2sc3nc(C)nn3c2O)N2CCOCC2)cc1 (configuration not stated) | i | i | i | i | i | i | 2 | i | i | i | i
COCC(=O)Nc1cc(OC)c(Cl)cc1OC | i | i | i | i | i | i | 6 | i | i | i | i
CC(C)C(OC(=O)CN1C(=O)COc2ccccc21)C(=O)NC1CCCC1 (configuration not stated) | i | i | i | i | i | i | -3 | i | i | i | i
CC1=C(c2ccc(Cl)cc2)[N+](=O)C(C)(C)N1[O-] | i | i | i | i | i | i | 11 | i | i | i | i
Cc1cc(Cl)c(OCCCSc2nc(C)cc(=O)[nH]2)c(Br)c1 | i | i | i | i | i | i | 4 | i | i | i | i
O=C(CSc1nnc(NC(=O)C2CC(=O)N(c3ccccc3)C2)s1)NCc1ccco1 (configuration not stated) | i | i | i | i | i | i | 1 | i | i | i | i
